BRCA1 expr up: increases BRCA1 expression; MCF7-BRCA1-FFLuc reporter, luminescence, 48 h; response scale: scaled: vehicle 0%, 10 µM genistein 100%; Potency, µM (doses to about 46.1 µM), inactives show at the highest dose activation, actives largely listed as activators; hit rate 1.1% among 380,000; AID 624202; note: potency is the fitted concentration of half-maximal effect; nearly all actives have a fitted effect of over 80% in size; some results filed as inactive show a strong effect at the top dose
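Reporter cells (MCF7, BRCA1 promoter-firefly luciferase) received library compounds across a concentration series for 48 h. End-point luminescence was measured and concentration-effect curves derived after normalization.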
Rab9 promoter act: activates the Rab9 promoter; Potency, µM (series often up to 9.22 µM), without a hit: top-dose activation, negative = inhibition, usual class: activators; hit rate 2.8% among 320,000; Huh7 Rab9 promoter-luciferase reporter, luminescence, 24 h; AID 485297; note: potency is the fitted concentration of half-maximal effect; % of control where 0% means no effect; nearly all actives have a fitted effect of over 60% in size
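Huh7 reporter line, Rab9 promoter upstream of luciferase. Compound exposure 24 h at 37 °C in reduced-serum medium with 10% FBS. Read-out: luminescence.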
TRPV1 agonist: activates the human vanilloid receptor TRPV1; Q8NER1; hit rate 0.19% among 320,000; TRPV1-expressing cells, Fluo-8 calcium influx, agonist mode; activation, % at 8.33 µM; in the data active = activation above about 80%; inconclusive = between about 30% and that limit; note: 0% is about no effect
Target sequence (Q8NER1 whole entry, looked up): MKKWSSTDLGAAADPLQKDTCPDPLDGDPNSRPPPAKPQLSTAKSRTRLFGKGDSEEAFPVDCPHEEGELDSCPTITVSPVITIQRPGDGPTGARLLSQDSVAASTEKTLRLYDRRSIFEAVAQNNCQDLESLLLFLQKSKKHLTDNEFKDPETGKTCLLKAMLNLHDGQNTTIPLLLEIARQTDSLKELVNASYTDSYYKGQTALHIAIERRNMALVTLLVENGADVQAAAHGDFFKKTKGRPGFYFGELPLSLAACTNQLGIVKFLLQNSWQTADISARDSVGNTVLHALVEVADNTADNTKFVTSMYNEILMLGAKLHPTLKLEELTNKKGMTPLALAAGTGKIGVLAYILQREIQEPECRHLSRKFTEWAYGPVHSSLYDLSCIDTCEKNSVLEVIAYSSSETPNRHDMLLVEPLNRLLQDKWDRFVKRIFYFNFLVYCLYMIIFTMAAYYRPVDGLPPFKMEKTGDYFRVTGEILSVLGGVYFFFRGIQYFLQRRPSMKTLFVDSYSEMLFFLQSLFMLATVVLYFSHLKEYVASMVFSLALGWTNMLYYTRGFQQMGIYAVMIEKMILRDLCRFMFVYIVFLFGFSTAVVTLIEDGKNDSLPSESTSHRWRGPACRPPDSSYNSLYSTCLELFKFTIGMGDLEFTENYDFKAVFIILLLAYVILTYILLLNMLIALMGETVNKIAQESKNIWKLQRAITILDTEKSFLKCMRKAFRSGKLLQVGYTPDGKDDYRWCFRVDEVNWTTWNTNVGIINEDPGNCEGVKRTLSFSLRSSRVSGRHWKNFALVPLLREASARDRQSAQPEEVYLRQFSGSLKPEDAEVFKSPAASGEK
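Fluo-8 calcium influx in TRPV1-expressing cells, kinetic read (ex 480/em 520 nm). Compound added and read 3 min for agonist activity, followed by capsaicin at EC20 final and 2 min further read for enhancement.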
Tb PFK block: blocks T. brucei phosphofructokinase. Potency, µM (titrated, usually from 57.5 µM), inactives show at the highest dose activity, negative = inhibition, actives largely listed as inhibitors. O15648. T. brucei PFK, ADP-Glo luminescence. hit rate 0.17% among 330,000. AID 485367;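 note: potency is the fitted concentration of half-maximal effect; 0% = uninhibited 1x PFK enzyme wells and -100% = no-enzyme wells; nearly all actives have a fitted effect of over 60% in size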
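PFK 1.25 nM, F6P 0.5 mM, ATP 0.1 mM, 0.1 M TEA pH 8.0, 5 mM MgCl2, 0.01% Tween20, 0.1% BSA; 45 min RT. ADP-Glo readout. qHTS titration up to 57 uM; curves fitted, compounds curve-classed.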
p53 reactivator: restores transcriptional activity of mutant p53; Potency, µM (doses to about 92.2 µM), inactives show at the highest dose activity change, positive = activation, actives largely listed as activators; hit rate 0.063% among 320,000; H1299 p53-A138V BP100-luciferase reporter, luminescence, 24 h; note: potency is the fitted concentration of half-maximal effect; % of control where 0% means no effect; nearly all actives have a fitted effect of over 45% in size
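H1299 (p53-null), stable ts p53-A138V + BP100-Luc; 1000 cells/well, Opti-MEM/10% FBS; cpd 4 pt, 1:5; 24 h, 37 deg C, 5% CO2; detection reagent 10 min RT; luminescence.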
ELG1 repair inh: ELG1-dependent DNA repair inhibition; HEK293T ELG1-luciferase reporter, luminescence, 16 h; DNA damage induced by 5-fluorouridine; hit rate 2.3% among 330,000; Potency, µM (top dose mostly 46.1 µM), for the others: at the top dose activity change, negative = inhibition, usual class: inhibitors; note: potency is the fitted concentration of half-maximal effect; % is set by controls: 0 for no effect and ±100 for the full control effect; nearly all actives have a fitted effect of over 55% in size
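DMSO vehicle served as the neutral condition. Each well held 2,000 cells given 5-fluorouridine plus compound; after 16 hr at 37 °C/5% CO2, ONE-Glo was added and luciferase measured 30 min later.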
VP16 counter: Gal4-VP16 reporter inhibition counter-screen. Drosophila S2 Gal4-VP16 UAS-luciferase, luminescence, 20 h. Potency, µM (highest dose often 53.6 µM), for inactives: at the top dose activity, negative = inhibition, hits mostly inhibitors. hit rate 3.5% among 310,000;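 note: Gal4-VP16 expression switched on by copper sulfate through the metallothionein promoter; potency is the fitted concentration of half-maximal effect; % is set by controls: 0 for no effect and ±100 for the full control effect; nearly all actives have a fitted effect of over 50% in size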
ELG1 genotoxic: inducers of genotoxicity in HEK293T ELG1-luciferase cells. HEK293T ELG1-luciferase reporter, luminescence, 16 h. Potency, µM (doses to about 46 µM), inactives show top-dose activity change, positive = activation, actives largely listed as activators. hit rate 1.3% among 330,000. AID 504466; note: potency is the fitted concentration of half-maximal effect; % of control where 0% means no effect; nearly all actives have a fitted effect of over 60% in size
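Screening used a luciferase reporter fused to human ELG1 in HEK293T cells. Luminescence was read on a CCD plate imager after 16 hr exposure and 30 min ONE-Glo incubation.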
RORg inh: inhibitors of mouse ROR gamma transcriptional activity. Potency, µM (series often up to 53.6 µM), for the others: top-dose activity change, negative = inhibition, actives largely listed as inhibitors. Drosophila S2 Gal4-RORgamma UAS-luciferase reporter, 20 h. hit rate 5.4% among 310,000. AID 2551. P51450; note: potency is the fitted concentration of half-maximal effect; % is set by controls: 0 for no effect and ±100 for the full control effect; nearly all actives have a fitted effect of over 60% in size
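Luciferase reporter read in Schneider cells carrying Gal4-RORγ (mouse) and UAS-Photinus luciferase; cells given compound 1 h before 700 uM copper sulfate induction, then incubated 20 h at ambient temperature.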
NPC1 promoter act: activators of NPC1 promoter | Huh7 NPC1 promoter luciferase reporter, 24 h | hit rate 2.4% among 320,000 | AID 485313 | Potency, µM (series often up to 9.22 µM), inactives show at the top dose activation, usual class: activators;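 note: potency is the fitted concentration of half-maximal effect; % of control where 0% means no effect; nearly all actives have a fitted effect of over 60% in size; reporter is driven by a mutant NPC1 promoter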
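Luminescence from an NPC1 promoter-driven luciferase reporter in stably transfected Huh7 cells was measured after 24 h compound treatment at 37 °C, followed by 10 min ambient incubation with luciferase detection reagent.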
FLuc modulator: inhibits or activates purified firefly luciferase, miR-21 counter-screen; P08659; purified FLuc, Km substrates, luminescence inhibition; Potency, µM (series often up to 57.5 µM), without a hit: at the top dose activity change, negative = inhibition, hits mostly inhibitors; hit rate 6.9% among 360,000;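 note: potency is the fitted concentration of half-maximal effect; plate controls were vehicle for no effect and reference inhibitor for full effect; nearly all actives have a fitted effect of over 55% in size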
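Purified P. pyralis luciferase, 10 nM final, with Km-level 10 uM D-luciferin and 10 uM ATP in 50 mM Tris acetate pH 7.5, 10 mM Mg acetate, 0.01% Tween-20, 0.05% BSA; 6-point qHTS titration about 60 µM downward; luminescence read.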
Starred values were filed as active, the others as inactive; ? = inconclusive; . = no result given; [ ] = another dose, or the depositor's remark. Unless noted, calls come from the whole dose curve; as a rule, active = well fitted curve in the direction sought with a large enough effect; inconclusive = small, poorly fitted or top-dose-only effect, or another doubt; inactive = no such curve, though single readings can be large; an effect the other way counts as inactive or inconclusive. The order is random. About 15% of those tested had a hit in this group.

SMILES	BRCA1 expr up	Rab9 promoter act	TRPV1 agonist	Tb PFK block	p53 reactivator	ELG1 repair inh	VP16 counter	ELG1 genotoxic	RORg inh	NPC1 promoter act	FLuc modulator
O=C1CCCN1CCCNS(=O)(=O)c1ccc(F)c(F)c1	12%	10%	2	-13%	-13%	-1%	-8%	-2%	2%	-2%	7%
CN(C)C(CNC(=O)c1ccc(NS(=O)(=O)c2ccc(F)cc2)cc1)c1ccco1 (stereo not given)	-7%	-4%	1	2%	-3%	-2%	.	0%	.	-3%	-1%
Cc1ccc(NC(=S)N2CCC(c3nc4ccccc4s3)CC2)cc1C	-1%	0%	?	-1%	2%	-17%	11µM*	-4%	4.5µM*	-3%	-3%
O=S(=O)(c1ccccc1)N1CCN(S(=O)(=O)N2CCCCC2)CC1	5%	-2%	3	-13%	4%	2%	-3%	-2%	-4%	0%	-1%
Cc1ccc(-n2c(SCC(N)=O)nnc2-c2ccccn2)cc1C	-12%	-3%	0	-2%	-1%	18%	0%	12%	0%	6%	3%
Cc1ccc(NC(=O)CCC(=O)c2ccc(Br)cc2)cc1	-5%	0%	7	0%	-1%	2%	-7%	3%	15%	-6%	-2%
CC(C(=O)N1c2ccccc2CCc2ccccc21)n1nnc(-c2ccc(N(C)C)cc2)n1 (stereo not given)	3%	-5%	10	3%	-1%	-3%	-5%	-1%	-6%	-2%	?
COc1ccc(NC(=O)CC2SC(=NCC3CCCO3)NC2=O)cc1 (stereo not given)	3%	0%	-2	-1%	-4%	6%	0%	0%	-1%	0%	4%
COC(=O)c1ccc(NC(=O)c2ccc3c(c2)OCO3)cc1	?	?	-1	0%	23%	?	5%	6.5µM*	?	2.8µM*	?
CCCN(CCC)S(=O)(=O)c1ccc(N2CCCC2=O)c([N+](=O)[O-])c1	-18%	1%	2	-5%	-1%	?	5%	2%	-1%	-8%	-1%
Cc1ccc(S(=O)(=O)NC(=NC2CCCCC2)c2ccccc2)cc1	-23%	3%	-2	0%	-6%	13%	2%	1%	-18%	-6%	-5%
CCN1CCc2c(C#N)c(N3CCCCC3)nc(NCc3ccccc3)c2C1	-37%	.	15	.	.	.	9%	.	?	.	5%
O=C(Nc1ccc(N2CCCCC2)c(S(=O)(=O)Nc2ccccc2Cl)c1)c1cccnc1	-79%	.	.	-2%	-4%	18µM*	.	-7%	.	.	.
CC1CC(Nc2ccccc2)=NC1(C)C (stereo not given)	-13%	1%	-3	2%	-9%	8%	-6%	0%	6%	0%	1%
Cn1c(=O)c(C(=S)NC(=O)C2CC2)c(N)n(Cc2ccccc2)c1=O	.	-5%	.	5%	-7%	-8%	1µM*	-25%	1.3µM*	-1%	2%
CCC(C(=O)OCC(=O)Nc1cccc(C(C)=O)c1)c1ccccc1 (stereo not given)	2%	-4%	?	-3%	?	?	-11%	-4%	2%	-5%	4%
Cc1nc(Cc2nnc(SCC(=O)Nc3c(C)cccc3C)o2)cs1	-2%	1%	-7	-5%	-2%	12%	.	-11%	.	8%	3%
COc1ccc(C(N)=O)cc1NC(=O)CC(O)(C(F)(F)F)C(F)(F)F	17%	3%	5	-6%	3%	-16%	18%	2%	-13%	0%	1%
Cc1ccc(OCc2n[nH]c(=S)n2-c2ccc(Cl)cc2)cc1	-19%	1%	3	-2%	4%	-1%	3.2µM*	-1%	-38%[1.91 µM]	-3%	2%
CC(=O)c1ccc(NC(=O)CSc2nc3[nH]ncc3c(=O)[nH]2)cc1	-4%	-5%	0	-23%	1%	1%	.	0%	.	0%	2%
CCN(CC)C(=O)Oc1ccccc1NC(C)=O	-10%	-15%	2	-6%	10%	1%	-3%	3%	-46%	0%	-1%
O=C(CN1CCN(C(=O)c2cccc(-n3cnnn3)c2)CC1)Nc1ccccc1Cl	-5%	-5%	-3	-6%	-5%	?	.	0%	.	-7%	-1%
O=C(Cn1cc[n+](Cc2ccccc2)c1)c1ccc([N+](=O)[O-])cc1	-16%	2%	5	-10%	10%	15µM*	0%	-8%	-44%	-6%	-3%
COc1ccc2[nH]c(C(=O)N3CCC(Cc4ccccc4)CC3)cc2c1	-3%	-3%	1	0%	1%	-5%	2%	7%	18%	0%	-12%
COc1ccc(C(=O)NCC(=O)OCc2c(Cl)cccc2Cl)cc1OC	0%	-4%	-2	0%	6%	3%	.	1%	.	-2%	-12%
O=C1CCCN1CC1CCN(Cc2nc(CC3CC3)no2)CC1	0%	0%	-2	-8%	6%	-5%	7%	-3%	35%	-5%	-3%
COCCCNC(=O)CC1C[C@H](C(=O)N2CCCCC2)[C@@]2(C)c3[nH]c4ccccc4c3CCN2C1=O (stereo not given in full)	6%	.	.	-3%	-9%	-4%	.	4%	.	.	.
CCOC(=O)c1c(N)sc(C(O)(C(F)(F)F)C(F)(F)F)c1-c1ccc(Cl)cc1	-5%	0%	-2	0%	-5%	4%	?	7%	?	1%	-1%
CC(=O)Nc1ccc(SCC(=O)Nc2cc(C(C)(C)C)nn2-c2ccccc2)cc1	2%	2%	-1	-1%	-9%	-17%	-11%	-6%	33%	-4%	0%
O=C(c1ccncc1)N1CCN(c2cccc(C(F)(F)F)c2)CC1	11%	-2%	?	0%	-5%	-4%	0%	0%	1%	-2%	-2%
CCC1S/C(=N/N=C/c2ccco2)NC1=O (stereo not given)	1%	-7%	-3	1%	17%	-2%	?	1%	1.3µM*	-1%	-1%
Cn1nccc1C(=O)OCC(=O)Nc1cccc(Cl)c1	-17%	-1%	6	?	0%	0%	.	6%	.	-2%	3%
COc1cc(C2NC(=O)NC(C)=C2C(=O)OCc2ccc(C)cc2)cc(OC)c1O (stereo not given)	-3%	3%	-1	-3%	-15%	-20%	-12%	4%	27%	-5%	0%
O=C(NCCCn1ccnc1)c1ccc(-c2cccc(C(F)(F)F)c2)o1	-16%	.	.	0%	-3%	0%	.	0%	.	.	.
CC(C)c1ccc(NC(=S)Nc2ccc3[nH]c(=O)[nH]c3c2)cc1	32%	0%	.	1%	2%	18%	?	5%	?	1%	-17%
CCC(C(=O)OCC(=O)Nc1c(C)nn(-c2ccccc2)c1C)c1ccccc1 (stereo not given)	0%	-5%	1	16%	3%	9%	.	1%	.	1%	1%
CN1CCN(CCCNC(=O)Nc2ccc([N+](=O)[O-])cc2)CC1	-12%	-7%	2	0%	-4%	0%	1%	-1%	-3%	-1%	5%
COc1ccc2[nH]c(=O)c(CN(C(=O)c3cccnc3)c3ccccc3OC)cc2c1	-9%	-7%	2	-14%	0%	11%	-1%	-1%	25%	-2%	0%
O=C(NNC(=S)NCc1ccccc1)c1ccc(Br)o1	-6%	-4%	-3	1%	0%	4%	-23%	0%	8.9µM*	-4%	?
Cn1cnc([N+](=O)[O-])c1N=C(N)N	0%	-1%	4	2%	12%	-5%	0%	0%	13%	-3%	0%
Cc1ccc(C(=O)CC2(O)C(=O)Nc3ccccc32)s1 (stereo not given)	7%[1.84 µM]	7%	7	2%	-1%	6%	-2%	4%	4%	-4%	9%
O=C(Nc1nnc(C2=COCCO2)o1)c1ccc(F)cc1	-1%	0%	-5	-25%	-5%	7%	0.79µM*	-7%	0.89µM*	-4%	-3%
Cc1cc2oc(C(=O)N3CCN(CCc4ccccn4)CC3)c(C)c2cc1C	-27%	-3%	8	2%	6%	-5%	-12%	-1%	-25%	-3%	-4%
Cc1ccc(-c2cc(-c3cccc(F)c3)n[nH]2)c(O)c1	30%	4µM*	2	-3%	?	?	10µM*	?	11µM*	?	?
Cc1cc(NC(=O)COC(=O)C2CC2)ccc1Br	12%	-3%	20	0%	3%	22%	.	2%	.	-5%	8.5µM*
Cc1ccc(S(=O)(=O)N2CCC(C(=O)OCC(=O)NCc3cccc(Cl)c3)CC2)cc1C	0%	.	.	-3%	6%	?	.	1%	.	.	.
CCOC(CNC(=O)C1CCN(S(=O)(=O)c2ccc3nc4c(c(C(=O)O)c3c2)CCCCC4)CC1)OCC	2%	-3%	-3	0%	43%	8%	0%	1%	0%	-6%	-2%
CCN(CC)P(=O)(Nc1ccc(Br)cc1)c1c(C)nn(CCC#N)c1NC(=O)c1ccc(Cl)cc1 (stereo not given)	-32%	0%	-2	7%	-2%	-3%	-4%	-5%	36%	1%	-2%
CCCOc1ccc2c(C)c(CC(=O)OC)c(=O)oc2c1	?	?	2	-2%	?	?	5%	5%	26%	28%	?

High-throughput results deposited in PubChem BioAssay by National Center for Advancing Translational Sciences (NCATS).
